Screens from PubChem.
NCOA3 inh = human NCOA3 inhibition; actives 0.17% (n = 360,000); AID 588352; inhibition, % at 3.6 µM; HEK293 GAL4-SRC3 luciferase reporter, luminescence;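 active = inhibition above a per-campaign cutoff, the mean of all compounds plus 3 SD, cut at about 60% in these data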;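 note: 0% = DMSO-treated cells and 100% = gossypol-treated cells at 36 µM; higher means less SRC3-driven luciferase light from the GAL4 reporter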
C8 TRAIL sens = caspase-8 TRAIL sensitization | NB7+C8 cells + TRAIL, ATPlite viability luminescence | actives 1% (n = 360,000) | inhibition (viability loss, TRAIL sensitization), % at 10 µM;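 active = compounds causing at least 50% loss of cell viability in the single-dose screen, relative to plate controls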
NCOA1 inh = inhibits human SRC1 coactivator; Q15788; HEK293 GAL4-SRC1 luciferase reporter, luminescence; inhibition, % at 3.6 µM; actives 0.12% (n = 360,000); AID 588354;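 active = inhibition above the campaign mean plus 3 SD, with each screening campaign given its own cutoff, cut at about 60% in these data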;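 note: 0% = DMSO treated cells and 100% = gossypol at 36 µM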
TROY signal inh = inhibitors of TROY-dependent NF-kB signaling; inhibition, % at 10 µM; Q293 LMP1-TROYcd NF-kB luciferase reporter, 4 h; actives 0.98% (n = 360,000);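 active = compounds whose plate-normalised and pattern-corrected inhibition of the luciferase reporter signal at the single screening dose is 50% or more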
TLR9-MyD88 block = TLR9-MyD88 interaction inhibition. CHO BLA complementation TLR9-MyD88, CCF4 FRET ratio. inhibition, % at 4.98 µM. actives 0.21% (n = 340,000). AID 504734;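 active = inhibition above the mean over all tested compounds plus 3 SD, cut at about 21% in these data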;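 note: 0% = DMSO only wells and 100% = clavulanate BLA inhibitor control wells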
LRH-1 inv ag = NR5A2 inverse agonism in reporter assay. O00482. HEK293T StAR-luciferase reporter, LRH-1 transfected, 24 h. inhibition, % at 3.6 µM. actives 0.13% (n = 360,000);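 active = inhibition above the mean inhibition of all tested compounds plus 3 SD, cut at about 73% in these data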;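 note: 0% = DMSO wells and 100% = reporter-only cells lacking LRH-1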
Target sequence (O00482 whole entry, looked up): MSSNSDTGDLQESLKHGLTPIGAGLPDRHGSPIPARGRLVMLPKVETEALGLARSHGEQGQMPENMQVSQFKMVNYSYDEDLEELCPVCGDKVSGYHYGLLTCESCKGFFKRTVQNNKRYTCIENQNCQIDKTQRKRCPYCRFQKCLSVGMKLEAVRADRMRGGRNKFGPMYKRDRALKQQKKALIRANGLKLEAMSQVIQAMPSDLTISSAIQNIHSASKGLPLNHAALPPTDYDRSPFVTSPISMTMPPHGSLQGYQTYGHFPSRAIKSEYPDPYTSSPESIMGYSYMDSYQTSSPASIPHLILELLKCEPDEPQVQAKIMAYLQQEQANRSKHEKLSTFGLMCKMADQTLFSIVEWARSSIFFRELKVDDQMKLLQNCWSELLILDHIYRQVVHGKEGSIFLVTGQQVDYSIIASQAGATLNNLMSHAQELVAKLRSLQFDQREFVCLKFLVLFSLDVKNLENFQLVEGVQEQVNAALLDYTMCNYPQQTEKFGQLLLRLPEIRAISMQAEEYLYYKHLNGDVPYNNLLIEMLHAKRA
SRC2 inh = human SRC2 (NCOA2) inhibition; Q15596; HEK293 GAL4-SRC2 luciferase reporter, luminescence; inhibition, % at 9 µM; actives 0.17% (n = 370,000); AID 651957;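 active = inhibition above the mean inhibition of all tested compounds plus 3 SD, set per campaign, cut at about 52% in these data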;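 note: 0% = DMSO treated cells and 100% = cells given Gossypol at 36 µM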
COUP-TFII inh = blocks human COUP-TFII nuclear receptor; P24468; HEK293T NGFI-A luciferase reporter, luminescence; inhibition, % at 8.6 µM; actives 0.7% (n = 370,000); AID 686940;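 active = inhibition above a per-plate cutoff, mean inhibition of test wells between control levels plus 3 SD, cut at about 38% in these data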;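 note: cells cotransfected with COUP-TFII expression vector driving the NGFI-A reporter; 0% = median of COUP-TF2 test wells and 100% = reporter-only cells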
LMP1 NFkB inh = inhibitors of Epstein-Barr LMP1-induced NF-kappaB reporter | LMP1-induced NF-kappaB luciferase reporter cells, luminescence | inhibition, % at 12.5 µM | actives 0.69% (n = 350,000) | AID 504558; in the data active = inhibition above about 41%;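 note: 0% = neutral control wells and 100% = reference inhibitor control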
Vif inh = HIV Vif inhibition; HEK293T cells, Vif self-association by quenched fluorescence, imaging, 24 h; inhibition, % at 7.49 µM; actives 0.35% (n = 340,000); AID 602346; in the data active = inhibition above about 50%, passing the limit was not always enough; note: some results filed as inactive read as strong as hits
NOD2 RIPK2 PPI = inhibitors of human NOD2-RIPK2 interaction. O43353. CHO BLA complementation NOD2-RIPK2, CCF4 ratio. inhibition, % at 4.98 µM. actives 0.38% (n = 360,000). AID 624267; in the data active = inhibition above about 21%;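 note: 0% = vehicle only and 100% = reference blocker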
Target sequence (O43353 whole entry, looked up): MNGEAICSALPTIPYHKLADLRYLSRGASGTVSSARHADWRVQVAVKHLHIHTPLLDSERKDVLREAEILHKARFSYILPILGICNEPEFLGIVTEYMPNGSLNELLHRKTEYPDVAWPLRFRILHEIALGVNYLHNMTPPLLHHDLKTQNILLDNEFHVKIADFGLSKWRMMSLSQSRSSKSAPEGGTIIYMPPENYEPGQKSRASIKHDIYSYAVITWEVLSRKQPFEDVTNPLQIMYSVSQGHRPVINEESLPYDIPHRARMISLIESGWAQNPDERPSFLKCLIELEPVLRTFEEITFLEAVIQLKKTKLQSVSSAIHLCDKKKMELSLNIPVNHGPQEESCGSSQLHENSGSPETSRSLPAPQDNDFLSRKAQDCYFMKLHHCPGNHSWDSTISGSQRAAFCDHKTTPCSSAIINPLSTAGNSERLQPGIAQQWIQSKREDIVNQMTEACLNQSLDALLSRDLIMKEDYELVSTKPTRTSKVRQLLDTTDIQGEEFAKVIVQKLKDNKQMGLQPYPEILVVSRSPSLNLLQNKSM
* hit, by the source's call; / = not tested or not shown.

SMILES | NCOA3 inh | C8 TRAIL sens | NCOA1 inh | TROY signal inh | TLR9-MyD88 block | LRH-1 inv ag | SRC2 inh | COUP-TFII inh | LMP1 NFkB inh | Vif inh | NOD2 RIPK2 PPI
Cc1ncc([N+](=O)[O-])n1CCO | 15.1 | 0.6 | -7.7 | 2.1 | -3.8 | -13.7 | 13.9 | 7.3 | 0.8 | -3.3 | 4.7
Cc1ccc2oc(-c3cccc(NC(=S)NC(=O)c4cccs4)c3)nc2c1 | -25.2 | 0.8 | -24.4 | -18.7 | -5.7 | -18.7 | -29.2 | -28.4 | -35.4 | 0.0 | -8.6
CCOC(=O)C(NCCc1ccccc1)(NC(=O)CC)C(F)(F)F (centres undefined) | 9.6 | 2.1 | 6.2 | 15.6 | -7.1 | -3.4 | -8.7 | -0.5 | -1.8 | -1.5 | -3.5
CCOc1ccccc1CNC(=O)c1cc2oc3ccccc3c2n1CC | -74.0 | 14.2 | -53.0 | -3.8 | -3.1 | -15.6 | -0.8 | -14.4 | 22.1 | -5.2 | -5.8
CC(=O)Nc1ccc(NC(=O)c2cc(-c3ccccc3)nc3ccccc23)cc1 | -28.8 | 6.3 | -3.8 | 12.1 | -2.8 | 7.8 | -8.8 | -13.4 | -9.5 | 2.7 | 3.0
CC(CCc1ccccc1)NC(=O)CCCn1ncn2c(cc3occc32)c1=O (centres undefined) | -17.3 | 6.2 | 10.3 | 3.8 | 5.0 | -2.3 | 8.2 | -2.4 | 2.6 | 0.0 | -12.3
CC1C(=O)N2CCCc3cc(S(=O)(=O)N4CCC(C(N)=O)CC4)cc1c32 (centres undefined) | 2.3 | -19.1 | 2.4 | 2.8 | -5.3 | 8.4 | 16.1 | -1.9 | -4.6 | -4.4 | -0.8
O=C(CCNS(=O)(=O)c1ccccc1)N1CCOCC1 | 4.8 | 0.7 | -23.7 | 2.5 | -11.7 | -3.6 | 10.5 | -7.6 | 4.1 | -0.1 | 7.8
COc1cc(NC(=O)CSc2nnc3ccccn23)cc(OC)c1OC | -10.8 | -5.8 | -0.7 | -7.9 | 4.0 | 20.5 | -3.6 | -1.1 | -2.4 | 10.3 | -12.9
CCC(=O)Nc1c2c(nn1-c1ccc(OC)cc1)CSC2 | 0.8 | -17.3 | -5.3 | -11.6 | 2.4 | -6.0 | 11.0 | -14.6 | -26.5 | -2.1 | -3.6
COc1ccc2c(C)cc(SCC(=O)NCC3CCCO3)nc2c1 (centres undefined) | -3.9 | -3.5 | 6.8 | -9.6 | 4.5 | 7.7 | -5.7 | 6.2 | -0.5 | 4.1 | 5.6
CCN(CC)S(=O)(=O)c1ccc(NC(=O)CC(NC(C)=O)c2ccccc2)cc1 (centres undefined) | -0.5 | 4.5 | -16.8 | -2.6 | -6.9 | -25.0 | -5.3 | -4.5 | 4.1 | / | 4.2
COc1cccc(/C=N/N2CCN(C3c4ccccc4-c4ccccc43)CC2)c1O | 19.1 | 1.2 | 7.6 | -0.8 | -5.1 | -9.8 | 7.3 | 4.5 | 2.1 | -12.2 | -8.7
CNNC(=S)Nc1ccc(Cl)cc1 | 16.4 | -0.8 | -2.6 | -11.5 | -10.4 | 7.8 | -9.7 | 13.2 | 5.3 | -3.7 | 2.8
COc1ccc(-c2sc3ccc(OC)cc3c2C#Cc2ccccn2)cc1 | 4.4 | 5.1 | -8.7 | -29.3 | -8.1 | 18.2 | -57.0 | 9.5 | -14.1 | 6.1 | -9.1
c1cncc(C2OCC3(CO2)COC(c2cccnc2)OC3)c1 (centres undefined) | 4.4 | -6.2 | -9.0 | -11.8 | -17.9 | -14.9 | -8.6 | 7.7 | -8.6 | 11.4 | -1.2
COC(CNC(=O)Cn1ncc2ccsc2c1=O)OC | 10.3 | 7.0 | -58.7 | 16.4 | 9.1 | 0.4 | 4.3 | -6.7 | 3.1 | 4.9 | -2.5
O=C(Nc1ccc([N+](=O)[O-])c(NC(=O)C2CCCO2)c1)C1CCCO1 (centres undefined) | 7.6 | 2.4 | -4.2 | -3.2 | -3.0 | -19.1 | -11.4 | -5.8 | 5.8 | -2.0 | -0.8
CCN(CC)S(=O)(=O)c1ccc(N2CCCCC2)c(C(=O)Nc2ccccc2N2CCOCC2)c1 | 11.2 | -13.9 | 10.8 | 14.3 | 2.1 | -14.1 | 17.0 | -10.8 | 13.7 | / | 0.0
CC(C)NCC1CCc2cc(CO)c([N+](=O)[O-])cc2N1 (centres undefined) | 3.7 | -4.7 | 13.7 | 5.3 | -17.4 | -24.6 | -28.4 | 1.1 | -15.0 | 2.4 | -4.5
CS(=O)(=O)N(CC(=O)Nc1ccccc1C(=O)N1CCOCC1)c1cccc([N+](=O)[O-])c1 | 7.4 | 10.9 | -19.3 | -5.1 | -0.1 | 2.4 | 4.0 | -4.7 | 3.9 | 6.0 | -10.6
COc1cc(SC)ccc1C(=O)Nc1ccccc1 | -106.5 | 14.0 | -99.8 | -72.3 | -10.9 | -154.7 | -89.3 | -38.1 | -36.1 | -10.8 | 2.6
Cc1cc(Nc2ccccc2)n(-c2ccc(Br)cc2)n1 | 0.8 | -0.3 | -9.6 | -4.5 | -7.7 | -4.5 | -6.8 | 17.4 | 0.2 | -9.7 | -1.3
C/C(=C/C(=O)O)C(=O)Nc1cccc(C(F)(F)F)c1 | -0.6 | -1.2 | -6.0 | -6.9 | -5.1 | 5.5 | -43.9 | -12.6 | 10.2 | -3.2 | 5.1
N#CCC(=O)N/N=C/c1cn(Cc2ccc(Cl)cc2Cl)c2ccccc12 | 21.9 | -4.2 | 2.1 | 21.4 | 1.6 | 4.3 | 2.7 | 2.8 | -0.4 | -4.4 | -9.1
COc1cc(C)c(S(=O)(=O)NOCc2ccc([N+](=O)[O-])cc2)c(C)c1C | 3.3 | 8.7 | 18.9 | -17.1 | -3.4 | 8.6 | 18.2 | 2.6 | 11.6 | -9.2 | 4.1
O=C(NCc1nnnn1-c1ccc(F)cc1)c1ccc2ccccc2c1 | -14.2 | -0.9 | 12.7 | -14.6 | -2.4 | -4.3 | 16.4 | -3.2 | 0.5 | -1.7 | -2.8
Cc1cccc(C)c1NC(=O)C1(C)CN(S(C)(=O)=O)CC(=O)N1Cc1cccs1 (centres undefined) | / | -12.3 | / | / | / | -8.7 | 10.4 | -10.0 | / | / | -17.8
O=C(CSc1nc(-c2ccc(Cl)cc2)cs1)Nc1cccc([N+](=O)[O-])c1 | -7.9 | 12.7 | -5.9 | 15.2 | -2.3 | -30.0 | -18.4 | 2.7 | -5.3 | 1.2 | 0.7
Cn1c(=O)c2c(nc(Oc3ccc(-c4ccccc4)cc3)n2C)n(C)c1=O | 22.1 | -10.1 | 1.4 | -20.9 | 5.8 | -7.2 | 0.0 | 8.1 | 3.8 | / | 5.7

Two entries from above, with tabs.
SMILES	NCOA3 inh	C8 TRAIL sens	NCOA1 inh	TROY signal inh	TLR9-MyD88 block	LRH-1 inv ag	SRC2 inh	COUP-TFII inh	LMP1 NFkB inh	Vif inh	NOD2 RIPK2 PPI
O=C(NCc1nnnn1-c1ccc(F)cc1)c1ccc2ccccc2c1	-14.2	-0.9	12.7	-14.6	-2.4	-4.3	16.4	-3.2	0.5	-1.7	-2.8
Cn1c(=O)c2c(nc(Oc3ccc(-c4ccccc4)cc3)n2C)n(C)c1=O	22.1	-10.1	1.4	-20.9	5.8	-7.2	0.0	8.1	3.8	/	5.7

Continuation:
SMILES | NCOA3 inh | C8 TRAIL sens | NCOA1 inh | TROY signal inh | TLR9-MyD88 block | LRH-1 inv ag | SRC2 inh | COUP-TFII inh | LMP1 NFkB inh | Vif inh | NOD2 RIPK2 PPI
COc1ccc(CNC(=O)C2CC(c3ccc(F)cc3)=NO2)cc1 (centres undefined) | 2.2 | -10.8 | -3.7 | 15.0 | 5.0 | -9.7 | 7.5 | -14.0 | 3.5 | -1.9 | 6.4
O=C(CCNS(=O)(=O)c1ccc(Br)cc1)NCc1ccc(Cl)cc1 | 19.2 | 0.7 | -7.9 | 1.0 | 12.8 | 12.9 | 19.8 | 6.2 | 12.4 | 12.3 | -7.6
Cc1ccc(C)c(NC(=S)N2CCN(c3ccccn3)CC2)c1 | 8.3 | -6.6 | -15.2 | 11.8 | -1.3 | 0.5 | 5.3 | -10.4 | 1.2 | -3.8 | 1.5
COC(=O)c1cccc(NC(=O)CCc2ccccc2)c1 | -14.0 | 2.3 | -11.2 | -62.3 | -3.9 | -19.2 | -16.3 | -5.6 | 1.3 | -1.7 | -0.9
Cc1ccc(NC(=O)c2ncn(CCCNCCCc3ccccc3)n2)cc1C | 10.6 | -2.0 | -3.5 | -18.4 | 1.9 | -17.3 | 9.8 | -6.0 | -4.6 | / | 5.7
C[C@H](NC(N)=O)C(=O)OCC(=O)Nc1ccc(OC(F)F)cc1 | 14.4 | 4.5 | -1.9 | -14.0 | 2.8 | 0.2 | -4.7 | -19.6 | -4.5 | 1.5 | -5.7
Cc1c(NS(=O)(=O)c2ccc(S(=O)(=O)c3ccccc3)s2)c(=O)n(-c2ccccc2)n1C | 17.4 | -2.4 | -3.2 | -5.7 | 2.3 | -5.6 | 0.3 | 5.5 | -8.8 | 8.8 | -15.7
CCCCCCN1C[C@@H](O)[C@H](n2cc(COC(=O)c3ccccc3)nn2)C[C@@H]1c1ccc(C)cc1 | -7.5 | 7.5 | -4.5 | -2.1 | -7.2 | -6.7 | 6.5 | 8.8 | -1.6 | -2.9 | -0.9
CSCCC(NS(=O)(=O)c1ccc2c(c1)oc(=O)n2C)C(=O)NC1CCN(Cc2ccccc2)CC1 (centres undefined) | 6.3 | 7.7 | -11.0 | -7.6 | -5.0 | 9.0 | -17.3 | 0.8 | 3.4 | -5.1 | 4.5
Cc1cccc(C(=O)NCCc2csc(C)n2)c1 | -34.5 | 11.9 | -4.7 | 0.9 | 5.6 | -13.4 | 1.7 | -18.6 | -4.6 | 1.0 | 6.7
Cc1ccc(C(=O)CC(c2cccs2)S(=O)(=O)c2ccc(C)cc2)cc1 (centres undefined) | -7.5 | 11.1 | -17.7 | -54.0 | 3.9 | -10.1 | -8.7 | -7.8 | -17.3 | -9.7 | 8.4
Cc1nc2scc(C)n2c(=O)c1S(=O)(=O)N1CCN(c2ccc([N+](=O)[O-])cc2)CC1 | -62.0 | 7.4 | 1.7 | -8.7 | 5.2 | -8.2 | 5.6 | -5.3 | 1.6 | -5.0 | 3.1
S=C(NCCCCc1ccccc1)NCc1ccccc1 | 0.7 | 3.7 | 4.4 | -65.1 | 2.1 | 1.3 | 10.0 | -10.9 | -10.4 | 0.9 | -6.0
O=C(NCCCn1ccnc1)Nc1ccc(Cl)cc1Cl | -10.6 | 8.0 | -14.8 | -8.6 | -0.7 | 1.7 | -23.5 | -3.3 | -7.4 | 5.3 | -11.5
O=C(NCCc1ccc(Cl)cc1)C1=CC=CN2CCS(=O)(=O)N=C12 | 4.0 | -10.2 | 3.2 | -14.3 | -10.0 | -14.4 | -2.1 | -6.0 | -3.2 | 3.1 | -3.4
Cc1cc(C)c(N=C2SCC(=O)N2Cc2ccco2)c(C)c1 | -5.5 | -5.4 | 9.4 | -1.3 | 6.9 | 0.6 | -19.0 | 13.2 | -5.8 | -5.7 | 2.3
CC(=O)Nc1cccc(-c2nc3ccccc3c(=O)o2)c1 | 0.7 | 0.6 | -23.4 | 17.1 | -8.7 | -15.8 | -26.9 | -5.8 | 1.3 | / | -5.7

These rows are one share of the data; count on the stated rates, not on these rows.
